Screens as filed in PubChem.
PTHR1 agonist = PTHR1 (human) receptor agonism; Q03431; HEK293 GP2 PTHR1 cells, GloSensor cAMP luminescence, 1 h; Potency, µM (doses to about 115 µM), inactives show top-dose activation, usual class: activators; 410,000 compounds, 0.075% hits; AID 743266; further: potency means the concentration at half of the fitted maximal effect; nearly all actives have a fitted effect of over 55% in size; some results filed as inactive show a strong effect at the top dose; inactives centre near -15; many of its hits are not listed in these tables
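HEK-293-derived GP2 cells expressing PTHR1 and a GloSensor cAMP reporter, 3,000/well, plated overnight, given luciferin plus IBMX (each 0.5 mM as added) for 1 h at 37 °C, then compound for 1 h at 37 °C. Luminescence was read after 15 min at room temperature.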
CCT modulator = changes cytosolic chaperonin activity. purified chaperonin ATPase assay, HTRF ADP detection, 30 min. activity change, % (concentration not given with the values), hits read low. 360,000 compounds, 0.3% hits; in the data active means activity change below about -30%; further: on the % scale 0 is the no-effect control and ±100 the full control effect
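First, chaperonin was dispensed at 40 nM or 20 nM final depending on batch activity. Next, compounds were pinned at 76 uM and ATP added at 10 uM. After 30 min at 37 °C, ADP detection reagents ran 30 min at ambient temperature.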
EPAC2 antag = EPAC2 (human) antagonism; AID 720708; 360,000 compounds, 0.18% hits; Potency, µM (doses to about 114 µM), without a hit: at the top dose activity, negative = inhibition, actives largely listed as inhibitors; EPAC2 GEF exchange of Rap1B-BODIPY-GDP, fluorescence; further: potency means the concentration at half of the fitted maximal effect; on the % scale 0 is the no-effect control and ±100 the full control effect; nearly all actives have a fitted effect of over 45% in size; many of its hits are not listed in these tables
Target sequence (Q8WZA2 whole entry, looked up): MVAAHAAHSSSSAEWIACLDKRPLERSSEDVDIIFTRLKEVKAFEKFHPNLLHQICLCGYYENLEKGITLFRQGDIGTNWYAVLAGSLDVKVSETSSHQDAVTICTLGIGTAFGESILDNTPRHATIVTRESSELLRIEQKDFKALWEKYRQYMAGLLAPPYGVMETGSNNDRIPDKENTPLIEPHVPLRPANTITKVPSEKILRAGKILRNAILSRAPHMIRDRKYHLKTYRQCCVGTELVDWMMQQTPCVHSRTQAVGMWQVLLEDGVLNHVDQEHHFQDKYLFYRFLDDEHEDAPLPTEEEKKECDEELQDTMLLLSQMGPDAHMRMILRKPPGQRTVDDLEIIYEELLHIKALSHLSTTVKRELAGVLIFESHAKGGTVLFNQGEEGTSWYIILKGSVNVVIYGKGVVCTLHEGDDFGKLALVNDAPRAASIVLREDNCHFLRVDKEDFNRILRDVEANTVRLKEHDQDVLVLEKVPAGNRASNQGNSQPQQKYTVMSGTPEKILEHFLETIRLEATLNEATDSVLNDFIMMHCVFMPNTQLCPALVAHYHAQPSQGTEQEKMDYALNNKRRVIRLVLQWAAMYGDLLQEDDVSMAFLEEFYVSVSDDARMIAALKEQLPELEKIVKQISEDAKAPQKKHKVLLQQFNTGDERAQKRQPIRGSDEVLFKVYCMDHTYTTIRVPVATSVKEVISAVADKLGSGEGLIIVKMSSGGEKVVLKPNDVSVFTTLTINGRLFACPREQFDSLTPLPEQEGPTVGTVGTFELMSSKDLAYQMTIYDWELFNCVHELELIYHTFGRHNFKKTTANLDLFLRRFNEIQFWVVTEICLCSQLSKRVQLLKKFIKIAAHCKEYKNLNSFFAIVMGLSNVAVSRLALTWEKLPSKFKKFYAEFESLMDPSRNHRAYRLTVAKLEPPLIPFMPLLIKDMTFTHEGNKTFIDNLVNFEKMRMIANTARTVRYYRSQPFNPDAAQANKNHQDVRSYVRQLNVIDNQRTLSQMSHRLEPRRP
DRD3 antagonist = blocks the human D3 dopamine receptor; D3R cells, DiscoveRx beta-arrestin luminescence, antagonist mode; stronger effect = lower value; 360,000 compounds, 2.5% hits; max response, negative = inhibition, %; P35462; AID 652054; in the data active means max response below about -50%; inconclusive means no clear call, values can overlap the other calls; further: on the % scale 0 is the no-effect control and ±100 the full control effect; mostly tested at two doses, the higher about 12 µM
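Cells plated overnight at 1500 cells/well, then exposed to library compounds with dopamine controls for 90 minutes at 37 degrees C. DiscoveRx reagent added for 30–60 minutes at room temperature; luminescence read, quantitative HTS format.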
MmCpn inh = inhibitors of Methanococcus maripaludis chaperonin (MmCpn) | 330,000 compounds, 0.031% hits | Potency, µM (top dose mostly 76.9 µM), for the others: top-dose activity, negative = inhibition, hits mostly inhibitors | purified Mm-Cpn ATPase, ADP Transcreener TR-FRET; further: potency means the concentration at half of the fitted maximal effect; on the % scale 0 is the no-effect control and ±100 the full control effect; nearly all actives have a fitted effect of over 80% in size
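TR-FRET (320 nm excitation; 590 and 665 nm emission) reports ADP made from 10 uM ATP by 25 nM enzyme; compounds were preincubated 10 min, reaction run 30 min, both at 37°C.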
DRD3 agonist = agonists of human D3 dopamine receptor | P35462 | D3R DiscoveRx beta-arrestin cells, luminescence, 90 min | max activation, % | 410,000 compounds, 0.58% hits | AID 652048; in the data active means max activation above about 30%; further: 0% is about no effect; mostly tested at two doses, the higher about 12 µM
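Cells at 1500/well, incubated overnight, then treated with pinned compounds (dopamine as control) for 90 min at 37 degrees C. DiscoveRx reagent added for 30 - 60 minutes at room temperature; luminescence read.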
Akt phos inh = blocks phosphorylation of Akt. AID 651550. 360,000 compounds, 0.32% hits. activity change, % for hits at 50 µM. Neuro2A IGF-stimulated pAkt S473 HTRF, 20 min; stronger effect = lower value; in the data active means activity change below about -80%; inconclusive means mostly about -51% to -80%; further: on the % scale 0 is the no-effect control and ±100 the full control effect
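Neuro2A cells (4,500/well, DMEM with 0.5% FBS) were treated with compound at a single 50 µM final concentration, stimulated with 6 nM IGF for 20 min at 37 °C, and lysed. Phospho-Akt Ser473 was read by HTRF as 665/615 ratio ×10^4.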
EPAC2 agonist = agonists of human EPAC2 (RAPGEF4); 360,000 compounds, 0.079% hits; Potency, µM (top dose mostly 154 µM), inactives show at the highest dose activation, actives largely listed as activators; Q8WZA2; AID 720711; EPAC2 activation, biochemical qHTS; response scale: 100% = 6.5 mM cAMP response; further: potency means the concentration at half of the fitted maximal effect; nearly all actives have a fitted effect of over 50% in size
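In this primary screen, activation is scored as increased exchange of BODIPY-GDP from Rap1B by 100 nM EPAC2, with 50 uM GDP as competitor. Signal is normalized to the 6.5 mM cAMP agonist control.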
* hit, by the source's call; i = inactive; ? = inconclusive; nt = no result given; [ ] = another dose, or the depositor's remark. Unless noted, the call rests on the fitted dose curve; in most records, active means well fitted curve in the direction sought with a large enough effect; inconclusive means small, poorly fitted or top-dose-only effect, or another doubt; inactive means no such curve, though single readings can be large; an effect the other way counts as inactive or inconclusive. A portion of the library (hit frequency here may not be typical).

Molecule | MmCpn inh | CCT modulator | Akt phos inh | EPAC2 agonist | DRD3 agonist | PTHR1 agonist | EPAC2 antag | DRD3 antagonist
O=[N+]([O-])c1cccc(/C=N/n2c(C3CCCCC3)n[nH]c2=S)c1 | -1% | 0.6 | i | -7% | -7 | -5% | 0% | 13
CN1CCC(N(C)C(=S)Nc2ccc(F)cc2)CC1 | 0% | -0.8 | i | 2% | 2 | i | -13% | 23
O=C(NCc1cccs1)c1ccc(N2CCCC2=O)cc1 | 0% | 0.3 | i | -2% | -3 | -1% | -1% | -8
COCCNc1nc(NCCCN(C)C)c2sccc2n1 | nt | -1.2 | i | 2% | -1 | i | 10% | 12
Cc1cccc(NC(=O)CNCC(=O)Nc2cccc(C)c2C)c1C | 1% | -49* | i | 3% | -1 | -23% | 9% | -6
CCCNC(=O)C1(C)CCCN(Cc2ccc(Oc3ccccc3)cc2)C1 (centres undefined) | nt | 0.2 | i | 5% | -10 | -1% | -11% | ?
O=C(C[C@H]1C/C=C\C[C@H](Cc2ccc(F)cc2)C(=O)O[C@@H](c2ccccc2)CNC1=O)N[C@H](CO)Cc1ccccc1 | -2% | -3.7 | i | -4% | 43* | -7% | 9% | 20
COc1ccc(C(N)=O)cc1NC(=O)c1cccc(F)c1 | 0% | 1.9 | i | 12% | -3 | -25%[57.5 µM] | -1%[57.1 µM] | -4
CCOCCCNC(=O)C1CC(=O)N(CCc2ccc(C)cc2)C1 (centres undefined) | 2% | -0.2 | i | 2% | 5 | i | 0% | 5
O=[N+]([O-])c1ccc(O)c(-c2nc(-c3ccccc3)c(-c3cccs3)[nH]2)c1 | 2% | -4.2 | i | 16% | -4 | -27% | -3% | -11

Going on with the list:
Molecule | MmCpn inh | CCT modulator | Akt phos inh | EPAC2 agonist | DRD3 agonist | PTHR1 agonist | EPAC2 antag | DRD3 antagonist
Cc1cc(C)cc(Oc2ncnc3c2ncn3Cc2c(Cl)cccc2Cl)c1 | 1% | 0.1 | i | 22% | 1 | 7%[57.5 µM] | -5% | 20
Cc1cnc(C(=O)OCC(=O)c2ccc(C3CCCCC3)cc2)cn1 | -6% | 2.6 | i | -7% | 2 | i | -5% | -1
CCOC(=O)c1c(SCCN2CCCC2)n(-c2ccccc2)c(=S)n(-c2ccccc2)c1=O | nt | -3.2 | i | 9% | -17 | -92%[inhibitor] | -1% | -119*
Cc1cc(NC(=O)CSc2nnc(CNC(=O)c3ccc(F)cc3)o2)no1 | 2% | 1.5 | i | 2% | 2 | i | 12% | 2
Cc1cc(C(=O)COc2ccc(-c3nnco3)cc2)c(C)n1Cc1ccccc1 | -23% | -0.1 | i | 17% | -6 | i | -1% | -16
COc1ccc(OCCSc2nnc(-c3ccc(OC)cc3)n2N)cc1 | -2% | -0.1 | nt | 20%[15.6 µM] | 3 | i | 4% | 0
CCN1C(=O)[C@H]2[C@@H](c3ccc(-c4cccc(Cl)c4)c(OC)c3)N[C@@](Cc3ccccc3)(C(=O)OC)[C@H]2C1=O | 0% | -2.9 | i | -4% | 0 | -4% | 14% | -18
Cc1c(NC(=O)c2ccc(Br)o2)cccc1C(=O)O | 1% | -2.0 | i | 10% | -1 | -31%[inhibitor][57.5 µM] | -2% | -6
O=C(CN1CCSC1=O)N1CCN(S(=O)(=O)c2ccccc2)CC1 | 0% | -0.6 | i | 3% | 9 | 5% | 16% | -2
O=C(CCc1ccccc1)N[C@@H]1c2ccccc2CC[C@H]1OCc1ccccc1 | -1% | -5.7 | i | 20% | 4 | ? | 7% | -16

(continued)
Molecule | MmCpn inh | CCT modulator | Akt phos inh | EPAC2 agonist | DRD3 agonist | PTHR1 agonist | EPAC2 antag | DRD3 antagonist
O=C(CSC1=NCCN1)NC(c1ccccc1)c1ccccc1 | -2% | -1.4 | i | 8% | -3 | i | -5% | ?
CCC(Oc1cccc(C)c1)C(=O)Nc1ccccc1C(=O)N1CCOCC1 (centres undefined) | 0% | -1.9 | i | -8% | 10 | -2% | 8% | 3
Cc1c(O)c2ccccc2oc1=O | 2% | -0.1 | i | -4% | 2 | -9% | -1% | 11
Cc1ccc(N(CC(=O)N2CCOCC2)S(C)(=O)=O)cc1C | -1% | -2.7 | i | 7% | 4 | i | 9% | -11
COc1cccc(S(=O)(=O)Nc2cccc(C(=O)N3CCCCCC3)c2)c1 | 4% | 1.9 | i | 4% | 3 | -7% | -2% | 8
CSCCC(NC(=O)c1ccco1)C(=O)Nc1ccncc1 (centres undefined) | -11% | -2.0 | i | -8% | 0 | -21% | 1% | 15
CCC(C)NC(=O)c1cc2cc3ccc(OC)cc3nc2o1 (centres undefined) | -9% | -4.9 | i | 4% | 7 | i | -13% | 12
O=C(Nc1nccs1)c1ccc(Br)cc1 | -1% | -2.5 | i | 12% | 5 | -7% | 3% | -11
CCc1ccc2[nH]c(=O)c(CN(CCN(C)C)C(=O)Nc3ccccc3OC)cc2c1 | 0% | -1.9 | nt | -2%[15.6 µM] | -1 | -7%[57.5 µM] | 1% | 0
O=C(CSc1cccc[n+]1[O-])NC1CCCCCCC1 | 1% | -2.5 | i | 11% | 4 | i | 1% | 4

Following part
Molecule | MmCpn inh | CCT modulator | Akt phos inh | EPAC2 agonist | DRD3 agonist | PTHR1 agonist | EPAC2 antag | DRD3 antagonist
C=CC(=O)Nc1cccc(Oc2cc(Cl)nc3[nH]ccc23)c1 | -2% | 0.6 | i | 8% | 12 | i | -9% | 2
CCOc1ccc(C(=O)NC2CCN(C(=S)NCc3ccco3)CC2)cc1 | 1% | 2.4 | i | 4% | 8 | -24% | 12% | 10
Cc1ccc(/C=N/NC(=O)c2nnn(-c3nonc3N)c2CSc2ccc(Cl)cc2)o1 | 0% | 0.2 | i | 4% | -2 | -17% | 7% | -5
O=C(Cn1[nH]c(=O)c2ccccc2c1=O)N1CC=C(c2ccccc2)CC1 | 2% | -1.1 | i | -8% | 2 | -30% | 0% | 26
O=C(Nc1ccccn1)c1cc2cc([N+](=O)[O-])ccc2s1 | -4% | -1.4 | i | 4% | 2 | -26% | 8% | 2
CCOc1ccc(N(CC(=O)NCc2ccc(F)cc2)S(=O)(=O)c2c(C)noc2C)cc1 | -1% | 1.6 | i | -4% | -12 | -18% | 6% | 9
CCCCNC(=O)C1CC(=O)N(c2ccc(OC)cc2)C1c1ccc(OC)cc1 (centres undefined) | -1% | -0.2 | i | 9% | -3 | i | -5% | -21
CC(C)N(C)c1ncnc2c1ncn2[C@H]1CN(Cc2ccc3c(c2)OCO3)C[C@@H](CO)O1 | nt | -0.9 | i | 2% | 4 | 25% | 10% | 17
COc1ccc(CCNS(=O)(=O)c2ccc(C(=O)NCc3ccco3)cc2)cc1OC | 1% | -2.3 | i | 10% | -11 | 0%[57.5 µM] | -2% | -14
CC(C)[C@H](NS(=O)(=O)c1ccc2c(c1)OCCO2)C(=O)OCC(=O)Nc1ccccc1 | 1% | 2.0 | i | -3% | -5 | i | 20% | 9

Continuation.
Molecule | MmCpn inh | CCT modulator | Akt phos inh | EPAC2 agonist | DRD3 agonist | PTHR1 agonist | EPAC2 antag | DRD3 antagonist
O=S(=O)(Nc1ccc(C(F)(F)F)cc1)c1cnc[nH]1 | 3% | 4.4 | i | 5% | -4 | i | 16% | -19
Cc1ccc(S(=O)(=O)n2nc(-n3c(C)ccc3C)c3c(F)cccc32)c2ccccc12 | 0% | -1.8 | i | 13% | 2 | -3% | -21% | -8
NC(=O)Cn1cnc2c(nnn2-c2cccc(Cl)c2)c1=O | 1% | -0.9 | i | 17% | 1 | i | 12% | 1
COc1ccc(NC(=O)NNC(=O)c2ccc3ccccc3c2)cc1OC | 1% | 1.3 | i | 1% | -2 | i | -6% | 20
COc1ccccc1NS(=O)(=O)/C=C/c1ccccc1 | 1% | 0.0 | i | 9% | -12 | -7% | 0% | -17
CCCN(C(=O)Cc1nc(N)n[nH]1)C1(C(=O)Nc2c(C)cccc2C)CCCCC1 | 0% | 0.9 | i | 2% | 0 | i | 11% | 4
O=C1c2ccccc2C(=O)N1n1c(=O)[nH]c2ccccc2c1=O | nt | -1.4 | i | -1% | -96 | -10%[57.5 µM] | 4% | -9
COC(=O)CCSCC(=O)Nc1ccc(S(=O)(=O)N2CCOCC2)cc1OC | 1% | -1.2 | i | 7% | -5 | i | 5% | 6
Nc1ccc(Oc2ccc(F)cc2)nc1 | 1% | -0.9 | i | 4% | 2 | -20% | 3% | -6
COc1ccccc1C(CNC(=O)CN(C)S(=O)(=O)c1ccc(C)cc1)N1CCCC1 (centres undefined) | ? | 0.0 | i | 7% | -5 | -16% | -5% | 3

Next results.
Molecule | MmCpn inh | CCT modulator | Akt phos inh | EPAC2 agonist | DRD3 agonist | PTHR1 agonist | EPAC2 antag | DRD3 antagonist
COc1ccccc1NC(=S)N1CCN(C(=O)c2ccco2)CC1 | 1% | 1.6 | i | 10% | 4 | ? | -11% | 12
CCc1noc(C)c1C(=O)N1CCCSC1=Nc1ccccc1 | 0% | 0.7 | i | 7% | -3 | -15% | -29% | 4
Cc1ccc(S(=O)(=O)N2CCN(C(=O)CCC(=O)Nc3ccc(F)cc3F)CC2)cc1 | 0% | -0.8 | i | -5% | 5 | -95%[inhibitor] | -3% | 12
Cc1ccccc1Nc1nc(CSc2nnc(-c3ccoc3C)n2C)cs1 | 0% | -1.6 | nt | -1% | -2 | -45%[inhibitor] | 6% | 0
CC(=O)Nc1ccc(CCNC(=O)c2ccc3ccccc3c2O)cc1 | nt | 0.9 | i | 13% | 7 | -27% | 2% | 1
Oc1ccc(/C=N/Nc2ncnc3c2ncn3Cc2ccccc2)cc1O | 0% | -1.3 | i | 0% | -7 | i | 3% | -6
CC1=C(C(=O)OC(C)C)C(c2ccc3c(c2)OCO3)NC(=O)N1 (centres undefined) | -1% | 2.3 | i | 5% | 3 | i | 6% | 13
O=C(NN=C1CCCC1)c1n[nH]c2c1CCC2 | -2% | -0.8 | i | 6% | -8 | -6% | -4% | -19
O=C(COC(=O)c1ccc(Sc2ccccc2)c([N+](=O)[O-])c1)NC1CCCc2ccccc21 (centres undefined) | 0% | -0.2 | i | -6% | 2 | i | 5% | -7
COCCN(C(=O)Nc1ccccc1OC)c1nc2ccccc2s1 | 0% | -3.1 | i | 12% | 3 | -7% | -18% | 12
COc1ccccc1N1CC(C(=O)Nc2ccc(S(=O)(=O)N3CCCC3)cc2)CC1=O (centres undefined) | 1% | -0.8 | i | 14% | 4 | i | -2% | 5
CCOc1ccc2ccccc2c1CNc1nnnn1C | -1% | -4.1 | i | 4% | -4 | -4% | -13% | 2
NNc1ccc2c(C(F)(F)F)cc(C(F)(F)F)nc2n1 | 2% | -0.1 | i | -15% | 2 | i | 5% | 12
